High-throughput results as filed in PubChem BioAssay.
SKN-1 inh – blocks SKN-1 activity in C. elegans. actives 0.49% (n = 360,000). C. elegans VP596 Pgst-4::GFP/RFP ratio, acrylamide-induced, 24 h. inhibition, % at 21.8 µM. AID 624304;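 active = interference check ratio from 0.5 to 1.5 plus GFP to RFP signal ratio inhibition reaching or exceeding a fixed threshold, cut at about 30% in these data, passing the limit was not always enough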; note: some compounds called inactive have numbers as strong as hits
MT1-MMP act inh – blocks activation of human MT1-MMP; actives 0.061% (n = 360,000); P50281; HT1080 RFP-PRO-GFP cells, GFP/RFP ratio fluorescence, overnight; percent of plate control window, DMSO zero; GFP/RFP ratio change, % at 20 µM;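 active = GFP/RFP ratio change of at least 30% with cell ATP level not reduced by more than half and red fluorescence within 50% of control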; note: strong numbers were not always called active
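Assay system: HT1080 RFP-PRO-GFP cells | Dosing: 20 µM single dose, 1% DMSO | Incubation: Cells overnight before dosing, compound overnight, 37 °C, 5% CO2 | Evaluation: GFP/RFP fluorescence ratio | Control set: DMSO-only wells and HT1080 RFP-L50D-GFP cell wells as references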
FAS TE block – inhibitors of human fatty acid synthase thioesterase domain | P49327 | recombinant FAS-TE, OMFH fluorogenic substrate, fluorescence endpoint | inhibition, % at 15 µM | actives 0.67% (n = 360,000) | AID 602261;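 active = compounds whose normalised, plate-corrected inhibition of enzyme fluorescence in the single-dose primary screen is 50% or more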;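 note: 0% = DMSO with enzyme and 100% = substrate without enzyme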
MsrA act – activators of bovine methionine sulfoxide reductase A; purified bovine MsrA, absorbance read-out; activation, % at 10.6 µM; actives 0.3% (n = 360,000); AID 602163; in the data active = activation above about 7.5%;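 note: 0% = vehicle and 100% = reference activator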
eLon inh – E. coli protease La inhibition; P0A9M0; AID 602123; inhibition, % at 7.94 µM; actives 0.42% (n = 360,000); purified E. coli Lon protease, fluorescence polarization; in the data active = inhibition above about 13%, passing the limit was not always enough;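 note: 0% = enzyme with probe and DMSO and 100% = no enzyme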
NRP1-CendR mod – modulators of CendR peptide binding to human neuropilin-1 | inhibition, % at 25 µM | FAM-RPARPAR peptide binding to NRP-1, fluorescence polarization | actives 0.85% (n = 360,000) | O14786 | AID 602438;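 active = inhibition or corrected inhibition above about 18%, plus a signal ratio from 0.5 to 1.5, limit read from the data, passing the limit was not always enough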; note: strong numbers were not always called active
Rin1-Abl PPI inh – inhibitors of human Rin1-Abl protein interaction. P00519+Q13671. TR-FRET Rin1/Abl binding, biochemical. inhibition, % at 7.35 µM. actives 0.4% (n = 360,000); in the data active = inhibition above about 5%, passing the limit was not always enough
PABP1 MLLE inh – blocks PAM2 peptide binding to the PABP1 MLLE domain; actives 0.36% (n = 360,000); inhibition, % at 20 µM; GST-MLLE / FITC-PAM2 fluorescence polarization; P11940; in the data active = inhibition above about 35%, passing the limit was not always enough;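 note: plate controls were DMSO wells with GST-MLLE for no effect and wells lacking GST-MLLE protein for full effect; some results filed as inactive read as strong as hits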
Neddylation inh – inhibitors of human cullin neddylation | calls only at 25 µM | TR-FRET cullin neddylation, biochemical | AID 651699 | P61081+Q13564 | actives 0.58% (n = 360,000); in the data active = inhibition above about 36%
Target sequence (P61081 whole entry, looked up): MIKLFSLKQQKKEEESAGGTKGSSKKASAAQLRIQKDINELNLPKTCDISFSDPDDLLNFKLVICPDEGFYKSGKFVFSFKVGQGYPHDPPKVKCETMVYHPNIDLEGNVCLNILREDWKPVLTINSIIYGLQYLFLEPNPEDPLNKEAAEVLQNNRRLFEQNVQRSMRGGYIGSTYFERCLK
Target sequence (Q13564 whole entry, looked up): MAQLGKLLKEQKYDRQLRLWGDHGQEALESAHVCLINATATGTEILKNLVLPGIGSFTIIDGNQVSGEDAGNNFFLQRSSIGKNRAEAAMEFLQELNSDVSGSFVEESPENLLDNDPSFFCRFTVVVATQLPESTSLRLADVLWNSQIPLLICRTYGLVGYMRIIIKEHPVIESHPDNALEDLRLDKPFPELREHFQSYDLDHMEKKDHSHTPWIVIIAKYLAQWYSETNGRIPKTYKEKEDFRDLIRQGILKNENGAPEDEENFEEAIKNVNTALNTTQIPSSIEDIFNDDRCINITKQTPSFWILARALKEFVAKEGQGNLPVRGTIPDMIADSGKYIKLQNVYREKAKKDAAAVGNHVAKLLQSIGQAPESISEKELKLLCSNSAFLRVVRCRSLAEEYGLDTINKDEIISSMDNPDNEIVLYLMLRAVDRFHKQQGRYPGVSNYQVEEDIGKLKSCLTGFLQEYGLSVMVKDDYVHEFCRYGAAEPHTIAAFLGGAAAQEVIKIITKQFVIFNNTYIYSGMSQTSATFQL
* hit, by the source's call; i = inactive; x = no result given.

entry | molecule | FAS TE block | MsrA act | MT1-MMP act inh | PABP1 MLLE inh | SKN-1 inh | NRP1-CendR mod | Rin1-Abl PPI inh | eLon inh | Neddylation inh
1 | Cc1ccc2nc(NC(=O)CN3CCOCC3)sc2c1 | -6 | 0 | 5 | 24 | 1 | -22 | 3 | -14 | i
2 | COc1ccc(N(C(=O)CNC(=O)c2ccco2)C(C(=O)NC2CCCC2)c2ccc(C)o2)cc1 (centres undefined) | 2 | -1 | 0 | 1 | -10 | 1 | 0 | -4 | i
3 | CC(C)N(C(=O)[C@H]1C[C@H](CC(=O)NCc2ccco2)C(=O)N2CCc3c([nH]c4cc(-c5ccco5)ccc34)[C@]12C)C(C)C | 6 | -6 | -4 | -12 | 14 | -5 | 0 | -5 | x
4 | CN1CCN(S(=O)(=O)c2ccc(NC(=S)NC(=O)c3ccccc3)cc2)CC1 | 0 | 3 | 3 | 28 | -4 | -24 | 3 | -7 | i
5 | CC1(C)Cc2noc(N)c2C(C)(C)N1OC(=O)c1ccco1 | -8 | -4 | 4 | 1 | -23 | -3 | 0 | -1 | i
6 | O=C(N/N=C/c1cc([N+](=O)[O-])cc(Br)c1O)C12CC3CCC(CC(C3)C1)C2 | 32 | -4 | -3 | 5 | 3 | -2 | 0 | -3 | i
7 | O=C1CC(Cc2ccccc2)C(=O)N1CCc1ccc2c(c1)OCO2 (centres undefined) | 2 | -9 | 3 | 4 | 0 | 7 | 3 | 1 | i
8 | O=c1c2ccccc2sn1-c1nccs1 | -2 | 17* | -1 | 29 | 5 | 7 | -2 | 22* | i
9 | CCn1c(NCCCO)nc2c(c1=O)C(C)(CC)Cc1ccccc1-2 (centres undefined) | 4 | -2 | 1 | -15 | 3 | 0 | -3 | 1 | x
10 | Cc1ccc(N=Cc2nc(-c3ccc(C)cc3)oc2O)cc1 | -4 | -8 | 5 | -12 | -18 | -6 | 2 | 0 | i
11 | COc1ccc(NC(=O)c2ccccc2SC)cc1OC | -3 | -4 | -2 | 2 | -2 | 10 | 0 | 5 | i
12 | CCOC(=O)C1(Cc2ccccc2C(F)(F)F)CCN(CCCn2cccn2)CC1 | -2 | 3 | -6 | 1 | 11 | 6 | 5 | 2 | i
13 | O=S1(=O)CCN2C(=N1)Sc1c2ccc2c1CCCC2 | 4 | -2 | 6 | 8 | -6 | 11 | 1 | -1 | i
14 | O=C(c1cc(-c2ccccc2)nn1CC1CC(c2cccnc2)=NO1)N1CCOCC1 (centres undefined) | -11 | -5 | -7 | -10 | -8 | 5 | 0 | -2 | i
15 | CC1CN(C2CCCCC2)c2nc3c(c(=O)n(C)c(=O)n3C)n2C1 (centres undefined) | -4 | -5 | -2 | -1 | -12 | 12 | 7 | -6 | i
16 | COc1ccc(/C=C/C(=O)N(CC(C)C)C2CCS(=O)(=O)C2)cc1 (centres undefined) | -3 | -1 | 0 | 16 | 8 | 4 | -5 | 5 | i
17 | CN(C)S(=O)(=O)c1cc(NC(=O)CN2CCc3ccccc32)ccc1Cl | 0 | -1 | -1 | 17 | 22 | 4 | 0 | 6 | i
18 | CC[C@]12C(=O)N(C)C[C@H]([C@@H]3C(=O)N(Cc4ccccc4)C(=O)[C@@H]31)N2C(=O)c1ccccc1 | -18 | -1 | 2 | 3 | 9 | 7 | 1 | -4 | i
19 | COc1ccc2sc(-c3ccc(S(C)(=O)=O)cc3)c(C#Cc3cncn3C)c2c1 | 1 | -5 | -1 | -1 | 9 | 7 | -1 | 11 | x
20 | O=C(NNC(=O)c1ccc2ncccc2c1)c1ccc(Cl)cc1 | -7 | 1 | -3 | 3 | 5 | -4 | -5 | 3 | i
21 | O=C1NC(=S)N/C1=C/c1ccc2c(c1)OCO2 | -3 | -4 | -13 | -24 | 22 | -67 | -2 | -7 | i
22 | O=S(=O)(NCc1ccco1)c1cccc(S(=O)(=O)N2CCOCC2)c1 | -4 | -2 | -4 | 6 | -7 | 10 | -2 | -1 | i
23 | CCCNS(=O)(=O)c1cc2c3c(c1)CCN3C(=O)CC2 | -3 | -3 | 0 | -16 | 7 | 11 | -2 | 1 | i
24 | CN(C)c1ccc(/C=N/NC(=O)c2ccnn2C)cc1 | -5 | -3 | 2 | 0 | 7 | -1 | 1 | -3 | i

Profiles as entered above.
COc1ccc2sc(-c3ccc(S(C)(=O)=O)cc3)c(C#Cc3cncn3C)c2c1 reads FAS TE block: 1; MsrA act: -5; MT1-MMP act inh: -1; PABP1 MLLE inh: -1; SKN-1 inh: 9; NRP1-CendR mod: 7; Rin1-Abl PPI inh: -1; eLon inh: 11; Neddylation inh: x
O=S(=O)(NCc1ccco1)c1cccc(S(=O)(=O)N2CCOCC2)c1 reads FAS TE block: -4; MsrA act: -2; MT1-MMP act inh: -4; PABP1 MLLE inh: 6; SKN-1 inh: -7; NRP1-CendR mod: 10; Rin1-Abl PPI inh: -2; eLon inh: -1; Neddylation inh: i

Next section
entry | molecule | FAS TE block | MsrA act | MT1-MMP act inh | PABP1 MLLE inh | SKN-1 inh | NRP1-CendR mod | Rin1-Abl PPI inh | eLon inh | Neddylation inh
25 | CCCNC(=O)C1(C)CCCN(CCOc2ccccc2)C1 (centres undefined) | -5 | -1 | 5 | 4 | 5 | -9 | -1 | 6 | i
26 | CC(C)NC(=O)NC(=O)COc1cccc2c1OC(C)(C)C2 | -4 | 2 | 2 | -2 | 3 | -1 | -5 | 8 | i
27 | CNc1nc(NCc2cccc(OC)c2)c2sccc2n1 | -6 | -6 | 4 | 7 | 7 | -8 | 0 | -12 | i
28 | Cn1c(=O)c2[nH]c(N=NN3CCCCC3)nc2n(C)c1=O | -6 | -8 | -1 | -4 | 12 | 18 | -2 | -4 | i
29 | CCCS(=O)(=O)NC(=O)C1(C)CCN(C(=O)Cc2cccc(OC)c2)C1 (centres undefined) | -2 | -4 | -4 | -17 | -8 | 0 | -1 | -6 | i
30 | O=c1[nH]c(CSc2ccccn2)nc2c1cnn2-c1ccccc1 | -4 | -2 | -2 | -10 | 5 | -4 | 0 | -7 | i
31 | COc1ccc(-n2nc(C(=O)NCC(=O)N3CCN(Cc4ccccc4)CC3)c3ccccc3c2=O)cc1 | 4 | -2 | 2 | 5 | 7 | 3 | 0 | -10 | i
32 | COC(=O)c1cn(C)c2ccc(S(=O)(=O)N(C)C3CCCCC3)cc2c1=O | 5 | -1 | 5 | -15 | 14 | -17 | 2 | -2 | i
33 | CC(C)(C)C1CCc2c(sc3nc(SCC(N)=O)nc(N)c23)C1 (centres undefined) | 40 | -7 | 9 | -3 | 24 | 12 | -4 | 8 | i
34 | CCN(CC)C(=O)Cn1c(=O)n(C)c2ccccc21 | -9 | -5 | -2 | 16 | 4 | 5 | 3 | -17 | i
35 | CC1CCCC(C)N1C(=O)CSc1nccc(=O)[nH]1 (centres undefined) | -6 | -9 | 3 | -9 | -14 | 8 | 2 | 9 | i
36 | C[C@H](CO)N1C[C@H](C)[C@@H](CN(C)S(=O)(=O)c2ccc(F)cc2)Oc2ccc(NC(=O)C3CC3)cc2C1=O | -3 | 0 | -1 | -10 | 15 | 5 | 14* | 4 | i

The last three entries of the section before come first, to join the parts:
entry | molecule | FAS TE block | MsrA act | MT1-MMP act inh | PABP1 MLLE inh | SKN-1 inh | NRP1-CendR mod | Rin1-Abl PPI inh | eLon inh | Neddylation inh
34 | CCN(CC)C(=O)Cn1c(=O)n(C)c2ccccc21 | -9 | -5 | -2 | 16 | 4 | 5 | 3 | -17 | i
35 | CC1CCCC(C)N1C(=O)CSc1nccc(=O)[nH]1 (centres undefined) | -6 | -9 | 3 | -9 | -14 | 8 | 2 | 9 | i
36 | C[C@H](CO)N1C[C@H](C)[C@@H](CN(C)S(=O)(=O)c2ccc(F)cc2)Oc2ccc(NC(=O)C3CC3)cc2C1=O | -3 | 0 | -1 | -10 | 15 | 5 | 14* | 4 | i
37 | c1ccc(-c2cc3nccc(-c4ccccn4)n3n2)cc1 | 10 | -3 | -1 | 3 | 39* | -14 | -5 | 9 | i
38 | Cc1[nH]c2ccccc2c1C(=O)/C=C/c1ccccc1 | 4 | -5 | -11 | 7 | 53* | -14 | -2 | 1 | i
39 | Cc1cc(OCCOCCN(C)CCO)cc(C)c1Cl | -5 | -1 | 4 | 9 | -4 | -1 | -3 | -8 | i
40 | COc1ccc(OCC(=O)Nc2ccc3c(c2)n(C)c(=O)n3C)cc1 | -6 | -3 | 2 | -9 | 4 | 2 | 3 | 14 | i
41 | C=CCCC(=O)N1C[C@H]2CON(C)[C@H]2C[C@H]1c1cccc(N2CCOCC2)c1 | -5 | -4 | 3 | 0 | 5 | 2 | -2 | -2 | i
42 | COCc1nnc(N)s1 | -9 | -13 | 5 | 0 | 0 | 10 | -4 | 2 | i
43 | CCCCN(C=O)c1c(CC)nc2c(OCc3ccc(Cl)cc3)cccn12 | 22 | -2 | -3 | -9 | 16 | 9 | 1 | 1 | i
44 | O=C(Cn1c2ccccc2c(=O)c2ccccc21)Nc1ccccc1F | -8 | -2 | 5 | -15 | 11 | -85 | -16 | -55 | x
45 | N#Cc1ccccc1NC(=O)CC1CCCCC1 | -2 | -2 | 0 | 9 | 1 | 3 | -1 | -2 | i
46 | CCCc1nc2sc3c(=O)n(N)cnc3c2c2c1CCCC2 | -1 | -14 | 3 | -3 | 9 | -2 | -3 | 6 | i
47 | COc1ccc(C2=NOC(Cn3nc(C(=O)NCc4ccccc4OC)cc3-c3ccccc3)C2)cc1 (centres undefined) | 24 | -5 | 3 | -14 | -12 | -12 | 0 | 4 | i
48 | CN1CCN(NC(=O)c2cccc3ccccc23)CC1 | -13 | 2 | 6 | 2 | 4 | 7 | -5 | -12 | i
49 | COc1ccccc1C(=O)NCc1ccncc1 | -7 | 2 | 2 | 4 | -12 | 7 | 2 | -13 | i
50 | Cc1cc(Nc2c(C)n(C)n(-c3ccccc3)c2=O)c2ccccc2n1 | -8 | -8 | 6 | -3 | 14 | 14 | -2 | 2 | i
51 | COc1ccc(S(=O)(=O)N2CCOCC2)cc1NC(=O)CSc1nnc(N)s1 | -9 | 0 | 0 | -21 | 4 | -6 | -2 | -2 | i
52 | CCOc1ccc(-c2nc(=S)[nH][nH]2)cc1 | -8 | 7 | 12 | 24 | 17 | 6 | 1 | 2 | i
53 | COCCCNCC(O)COc1ccccc1F (centres undefined) | -7 | -3 | 0 | 1 | 8 | -8 | 2 | -1 | i
54 | CCc1nc2ccc(C(=O)NCCCn3ccnc3)cn2c1N(C)C(=O)c1cccc(OC)c1 | -8 | 1 | 4 | 15 | -1 | -4 | -2 | 2 | i
55 | OCC1CSC(=S)N1Cc1ccccc1 (centres undefined) | -4 | -3 | 2 | 24 | -8 | 6 | 2 | -6 | i
56 | C/C(=C\c1ccco1)C1C(C#N)=C(N)OC2=C1C(=O)CC(C)(C)C2 (centres undefined) | -6 | -3 | -11 | -13 | 4 | -39 | 0 | 15 | i
57 | O=C(CSc1nc2ccc(Nc3nc(N4CCOCC4)nc(N4CCOCC4)n3)cc2s1)Nc1ccccc1F | 3 | -1 | 1 | -12 | 6 | 6 | -1 | 1 | i
